Pf Dd2 inh = Plasmodium falciparum Dd2 growth inhibition | P. falciparum Dd2 growth, SYBR Green, 72 h | 4.3% of 120,000 active | Potency, µM (top dose mostly 28.9 µM), without a hit: at the highest dose activity, negative = inhibition, actives largely listed as inhibitors; active = well fitted inhibition curve with a large enough effect; inconclusive = small, poorly fitted or top-dose-only effect; inactive = no such curve, though single readings can be large or run the other way;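 note: plate controls were DMSO vehicle for no effect and reference drug for full effect; nearly all actives have a fitted effect of over 65% in size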
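Infected erythrocytes (Dd2, 0.3% parasitemia, 2.5% hematocrit final) are added to compound in RPMI-1640/Albumax II medium, grown 72 h at 37C in low oxygen, then lysed with saponin/Triton-X containing SYBR Green and read by fluorescence.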
* = called active by the depositor; i = inactive; u = inconclusive; & = joins results of further samples; [ ] = dose if it differs, or a comment. Potency is the fitted concentration of half-maximal effect.

SMILES	Pf Dd2 inh
O=C(Cc1c[nH]c2ccccc12)NCC(=O)N1CCCCCNC(=O)CC1c1ccccc1 (stereo not given)	-17%
c1cc2nc(C3CCCCN3)[nH]c2cn1 (stereo not given)	-15%&-25%[44.1 µM]
CC1(C)CNC(=O)c2nc(CCSCc3ccco3)[nH]c2C1	-16%
Cc1cn2nc(C(=O)NCc3ccc(C(C)C)cc3)cc2c(=O)[nH]1	i
O=C(Nc1cc(-c2nc3cc(Cl)ccc3o2)ccc1Cl)c1ccco1	8%
O=C(CCc1ccccc1)N1CCC(c2noc(-c3cccnc3)n2)C1 (stereo not given)	i[5.79 µM]
CN1CCC(N2C[C@H](O)C[C@H]2c2nc(Cc3ccccc3)no2)CC1	-16%[44.1 µM]
CC(C)C1=NOC2(CCCN(Cc3ccccn3)C2)C1 (stereo not given)	-13%[44.1 µM]
O=C(c1ccccc1Cl)N1CC(c2nc(CCc3ccccc3)no2)C1	-11%
CSc1cccc(NC(=O)CN2CCN(Cc3ccccc3C)S2(=O)=O)c1	25%
O=C(CCC1CCCN(S(=O)(=O)c2ccccc2)C1)NC1CC1 (stereo not given)	-3%
O=C(Nc1ccccc1)[C@H]1CN2CCC1C[C@@H]2Cn1cc(C2(O)CCCCC2)nn1 (stereo not given in full)	i
COc1ccc(NC(=O)C2CCCN(S(=O)(=O)c3cccc4nonc34)C2)cc1Cl (stereo not given)	7%
CCn1cc2nc(SCc3cc(C)ccc3C)n(CCc3ccccc3)c(=O)c2n1	i
CCn1c(=O)c2ccnn2c2ccc(C(=O)NCc3ccc(N4CCOCC4)cc3)cc21	-1%
Cc1ccc(S(=O)(=O)Nc2ccc3[nH]c(=O)sc3c2)cc1C	12%
O=c1cc(N2CCOCC2)oc2c(NCc3ccncc3)nccc12	-24%[44.1 µM]
COc1ccc(NC(=O)Cn2cnc3c(nc4n3CCCCC4)c2=O)cc1Cl	55%[activator]
COc1ccc(CC(=O)N2CCC(n3cnnc3C3CC3)CC2)cc1Cl	-21%
COc1ccccc1NC(=O)C1CCCN(c2ncnc3onc(-c4ccc(F)cc4)c23)C1 (stereo not given)	24%

Ordered by molecular weight (high to low): six of the compounds above.
SMILES	Pf Dd2 inh
COc1ccccc1NC(=O)C1CCCN(c2ncnc3onc(-c4ccc(F)cc4)c23)C1 (stereo not given)	24%
CCn1c(=O)c2ccnn2c2ccc(C(=O)NCc3ccc(N4CCOCC4)cc3)cc21	-1%
CCn1cc2nc(SCc3cc(C)ccc3C)n(CCc3ccccc3)c(=O)c2n1	i
COc1ccc(NC(=O)Cn2cnc3c(nc4n3CCCCC4)c2=O)cc1Cl	55%[activator]
O=c1cc(N2CCOCC2)oc2c(NCc3ccncc3)nccc12	-24%[44.1 µM]
Cc1ccc(S(=O)(=O)Nc2ccc3[nH]c(=O)sc3c2)cc1C	12%

Remaining list, next part.
SMILES	Pf Dd2 inh
COc1ccccc1NC(=O)N1CC(C(=O)N(C)C)C2(CCOCC2)C1 (stereo not given)	-24%
CC[C@H]1CN(C(=O)c2cccnc2)CC[C@H]1CC(=O)N(C)CCC#N	31%[activator][44.1 µM]
CC(C)NC(=O)CCn1c(SCc2c(F)cccc2Cl)nc2c(sc3ccccc32)c1=O	13%
O=C(NCc1ccccc1)c1cnc2n1CCN(Cc1c[nH]c3ccccc13)CC2	i
COc1ccccc1OCC(=O)NCCS(=O)(=O)N1CCN(c2ccccc2OC)CC1	1%
CC1=C(C(=O)OC2CCCCCC2)C(c2ccc(Cl)cc2Cl)CC(=O)N1 (stereo not given)	u
Cc1c(CCNC(=O)C(C)(C)C)sc2nc(-c3ccc(F)cc3)nn12	u
CCC(C)NC(=O)Cc1csc2nc(C)c(-c3cc(C)n(-c4ccc(C(C)C)cc4)n3)c(=O)n12 (stereo not given)	-19%
Cc1nc(CN2Cc3nc(-c4ccc5c(c4)OCO5)ccc3OCC2=O)cs1	u
Cc1ccc(-c2nc(CNC(=O)C(C)(C)N)[nH]c2-c2ccccn2)cc1	u
Cn1nccc1C(=O)N1CCc2c(n(CCOc3ccccc3)n(-c3ccccc3)c2=O)C1	5%
CC(C)[C@@H]1CN(S(=O)(=O)c2cccc(C#N)c2)C[C@H]1NS(C)(=O)=O	-10%
Cc1ccc(-n2cc(-c3ccccc3)c3c(NC4CCCC4)ncnc32)cc1	-23%
CC[C@H]1CN(C(=O)c2ccnc(Cl)c2)CC[C@H]1CC(=O)NCc1ccc(OC)cc1	22%[44.1 µM]
CN(Cc1cc(-c2cccs2)n[nH]1)C[C@@H]1CCCN2CCCC[C@H]12	7.1µM*
COC1CN(c2cccc(F)c2)C12CCN(C(=O)NCCc1ccccc1)CC2 (stereo not given)	u
COc1cc2c(cc1-c1ccc(N3CCN(C)CC3)nc1)NC(=O)C21CCN(C(C)=O)CC1	i
COCCn1c(C)cnc1CCNS(=O)(=O)c1cccc(OC)c1	u
Cc1nc([C@H]2CCN(Cc3cn(C)c4ccccc34)C[C@H]2NC(=O)C2CC2)n[nH]1	u
Cn1cccc1C(=O)N1CCCN(Cc2ccncc2)C(c2ccccc2)CC(=O)NCC1 (stereo not given)	2.5µM*
COc1ccc(C(=O)NC2CCCc3c2[nH]c2c(Cl)cccc32)cc1OC (stereo not given)	u
CCn1c(SCC(=O)Nc2ccccc2)nc2c([nH]c3ccccc32)c1=O	4%
CCOC(=O)C[C@@H]1C[C@@H](C(C)C)[C@H](CNS(=O)(=O)c2ccccc2)C=C1C	-5%[44.1 µM]
CCC(=O)N1CCC(N2C[C@H](O)C[C@H]2C(=O)NC2CCCCC2)CC1	3%
COc1cccc(CC(=O)N2CCCn3nc(C)c(-c4cccnc4N4CCOCC4)c32)c1	-21%
CN1CCC(C(=O)N2CCC3(CC2)CN(C(=O)Cc2cccc(Cl)c2)CCO3)CC1	9%
CCn1cc(-c2ccc(C)cc2)cc1C(=O)NC(C)c1ccccn1 (stereo not given)	u
CN(c1ccccc1)c1cc(=O)c2ccnc(NC3CCOCC3)c2o1	-27%[44.1 µM]
COc1ccc(Cl)cc1-c1ncc2c(n1)OCCN(c1ccccc1)C2=O	u
COc1ccc(CNC(=O)C2CCN(c3cc(C(F)(F)F)nc(C)n3)CC2)cc1	u
C[C@H](c1ccccc1)N1C(=O)[C@@H]2CN(C(=O)CC(C)(C)C)CCN2C1=O	i
COc1ccccc1CNC(=O)Cn1c(=O)ccc2cc(S(=O)(=O)N3CCC(C)CC3)ccc21	11%
COc1ccc(C(=O)NCCn2ccn3nc(-c4ccc(C)cc4C)cc3c2=O)c(C)c1	-13%
Cn1nc(C(=O)N2CC[C@@](C)(O)[C@@H](O)C2)cc1-c1cccs1	-5%
Cc1cc(C)cc(NC2=N[C@H]3[C@@H](O)[C@H](O)C[C@H](C(=O)NCc4cccs4)[C@H]3S2)c1	13%[44.1 µM]
O=C(CCc1nc2ccccc2[nH]1)N1CCC(c2noc(-c3ccccn3)n2)C1 (stereo not given)	-15%[5.79 µM]
Cc1ccc(/C=C/c2onc(C)c2S(=O)(=O)N2CCC(C(=O)NCc3ccco3)CC2)cc1	u
COc1ccccc1CNc1nc(-c2ccco2)nn1S(=O)(=O)c1ccc(Cl)cc1	-11%
COc1ccc(-c2ccnc(-c3nnc(C)n3Cc3ccccc3)c2)cc1OC	u
COc1cccc(-c2nn3c(=O)cc(CN4CCN(C(=O)COc5ccccc5C)CC4)nc3s2)c1	11µM*
CC(C)Cc1nc(NC(=O)Cn2nc3c(cc2=O)CCCCC3)n[nH]1	-5%
COc1ccc(NC(=O)CC2C(=O)N(c3cccc(OC)c3)C(=O)N2Cc2ccc3c(c2)OCO3)cc1 (stereo not given)	i
CCCn1cc(S(=O)(=O)c2ccccc2)c(=O)c2cc(F)c(N3CCCCCC3)cc21	11µM*
COc1ccc(CN2CCC3(CC2)CNC(=O)c2ccccc2O3)cc1	1%
Cc1cc(C(=O)NCC2Cn3cccc3CN2Cc2ccccc2)n[nH]1 (stereo not given)	-16%
Cn1cnc(S(=O)(=O)N2CCCC(C(=O)NCc3ccc(Cl)cc3)C2)c1 (stereo not given)	99%[activator]
Cc1cc(=O)[nH]c(SCC(=O)N2CCN(c3ccccc3)CC2)n1	30%[activator]
Cc1c(-c2ccc(F)cc2)[nH]c2ccc(CNC(=O)c3n[nH]c4c3CCCC4)cc12	u
CCOc1ccc(N2C(=O)N(Cc3ccc(C)cc3C)c3ccccc3S2(=O)=O)cc1	10µM*
Cc1ccc(CNC(=O)c2sc3nc(-c4ccc(F)cc4)ccc3c2N)cc1	-2%
Continued:
SMILES	Pf Dd2 inh
O=C1CCN(S(=O)(=O)c2ccccc2)CCCC(C(=O)NCCN2CCCC2)CCN1 (stereo not given)	22%
COc1cc(S(=O)(=O)N2CCc3c(nc[nH]c3=O)C2)c(OC)cc1C	-10%
CCCC(=O)OC1=CN(Cc2ccccc2)S(=O)(=O)c2ccccc21	197%[activator][5.79 µM]
COc1ccc(C(=O)NCc2nnc3ccc(-c4ccc(Cl)cc4)nn23)c(OC)c1	i
CCC(=O)N1CCC(N2C(=O)C(O)C23CCCCC3)CC1 (stereo not given)	-4%
Cc1nc(C)c(C(=O)N2CCC(Cc3noc(-c4ccccc4)n3)C2)s1 (stereo not given)	-26%
CCOC(=O)c1ccc(NC(=O)c2cccc3c(=O)c4c([nH]c23)CCCC4)cc1	8%
O=C(c1cnc2n[nH]c(-c3ccccc3)c2n1)N1CCOCC1	i
O=C1CC(c2ccccc2)N(C(=O)Nc2ccccc2F)CCCCCN1 (stereo not given)	i
O=C(c1n[nH]c2ccccc12)N1CCCC1c1nc(CCOCC2CCCC2)no1 (stereo not given)	-9%
COc1ccc(OCCn2cc(C(=O)C3CCCCC3)c3ccccc32)cc1	u
CCC(=O)N1CCC(OC2CCN(C(=O)CC3CCCCC3)CC2)CC1	-16%
O=C(c1ccsc1)N1CCC2(CC1)NC(=O)N(Cc1ccccc1)C2=O	28%
CCn1cc(S(=O)(=O)N2CCC(N3C(=O)[C@H](OC)[C@@H]3c3ccncc3)CC2)cn1	13%
Cc1ccc(F)cc1NC(=O)c1ccc(Cn2nc(N3CCN(c4ccccc4)CC3)ccc2=O)o1	11µM*
O=C(COc1ccc(F)cc1)N1CCCN(c2cc(-c3ccc(Br)cc3)[nH]n2)CC1	u
CCc1ccccc1N(C)C(=O)Cn1cnc2sc(C)c(S(=O)(=O)N3CCC(C)CC3)c2c1=O	17%
CCc1nc(-c2c3n(c(=O)n(Cc4cccc(C#N)c4)c2=O)CCCC3)no1	-10%
Cc1cc(C(=O)N2CCC3(CC2)NCCc2c3[nH]c3ccccc23)n(C)n1	i
CC(=O)Nc1ccc(CNC2(Cc3cc(-c4ccccn4)on3)COC2)cc1	-18%[44.1 µM]
CCOC(=O)c1ccccc1NC(=O)Cn1cccc1-c1nc(-c2ccc(F)cc2)no1	87%[activator]
Cc1noc(-c2cccn3c(CNC(=O)c4ccccc4C)nnc23)n1	i
Cc1ccc(NC(=O)Cn2cc(S(=O)(=O)NC(C)C)c(S(=O)(=O)NC(C)C)c2)cc1Cl	u
C[C@]1(CO)[C@H]2Cc3sc(NC(=O)C4CCCCC4)nc3[C@@H](CC(=O)N3CCOCC3)[C@]2(C)CC[C@H]1O	u
O=C1CO[C@H]2CCN(Cc3ccc4c(c3)CCO4)CC[C@@H]2N1Cc1ccccc1	u
Cn1cc(C(=O)NCCc2ccccc2)c(=O)c2cc(S(=O)(=O)N3CCCCCC3)ccc21	13µM*
O=C(c1ccsc1)N1CCCN(c2cc(-c3ccc(Cl)cc3)[nH]n2)CC1	-4%
COc1ccc(N2CCN(C(=O)c3cc4c(s3)CN(C3CCCC3)C4)CC2)cc1	u
Cc1cccc(CCNC(=O)c2ccc3c(c2)nc2n3CCOC2)c1	-9%
Cc1ccc(C)c(CN2C[C@@H]3C(=O)N(C)C(=O)[C@@H]3C2)c1	-20%
CCc1cccc(NC(=O)Cn2nc(-c3cc(C)ccc3C)ccc2=O)c1	-17%
CCNc1cc(N2CCC(CCC(=O)Nc3cccc(OC)c3)CC2)ncn1	u
Cc1ccc(-c2nc(-c3nnn4c3COC(c3ccc(Cl)cc3)C4)no2)s1 (stereo not given)	i
CCCc1noc(-c2cn(C3CCN(C(=O)c4ccc(OC)cc4)CC3)nn2)n1	155%[activator]
O=C1Nc2ccccc2CC12CCN(C1COC1)C2 (stereo not given)	0%[44.1 µM]
C#CCNC(=O)[C@@H]1Cc2cn(Cc3c(C)noc3C)c3cccc(c23)[C@H](CC(C)C)N1	u
CCN1C(=O)c2ccccc2Sc2ccc(NC(=O)Nc3ccccc3OC)cc21	25%
COc1cccc(CN2CCn3c(nnc3[C@@H]3C[C@@H](O)CN3C)C2)c1OC	-4%
Cc1ccc(C2NC(=O)N(CC(=O)Nc3ccc(Br)cc3F)C3=C2C(=O)OC3)cc1 (stereo not given)	-1%
COC(=O)c1ccc(OCC2c3cc(OC)c(OC)cc3CCN2C(=O)Cc2ccc(OC)c(OC)c2)cc1 (stereo not given)	11µM*

Shown as a markdown table: entries from further up.
| canonical_smiles | Pf Dd2 inh |
| --- | --- |
| CCCc1noc(-c2cn(C3CCN(C(=O)c4ccc(OC)cc4)CC3)nn2)n1 | 155%[activator] |
| O=C1Nc2ccccc2CC12CCN(C1COC1)C2 (stereo not given) | 0%[44.1 µM] |
| COC(=O)c1ccc(OCC2c3cc(OC)c(OC)cc3CCN2C(=O)Cc2ccc(OC)c(OC)c2)cc1 (stereo not given) | 11µM* |
| C#CCNC(=O)[C@@H]1Cc2cn(Cc3c(C)noc3C)c3cccc(c23)[C@H](CC(C)C)N1 | u |

Additional compounds:
SMILES	Pf Dd2 inh
COc1ccc(Cn2c(CCC(=O)Nc3ccc(OC)c(Cl)c3)nc3cccnc32)cc1	u
COc1ccc(-c2cn3c(n2)CO[C@@H](CNC(=O)C2CCCC2)C3)cc1	-21%[44.1 µM]
O=C(NC1CC1)c1cc(C2CC2)nc2onc(C3CCNCC3)c12	6%
CC(C)CC(=O)N1CCCCCC1CN1CCC(C)CC1 (stereo not given)	i
O=C(c1ccccn1)N1CCC2(CNS(=O)(=O)c3cnccc3O2)C1 (stereo not given)	3%

Screening data from PubChem BioAssay.

The list is partial, so the mix of outcomes need not match the whole.
